Bioassay records (PubChem)
TEAD-YAP block = TEAD-YAP interaction inhibition. 640,000 compounds, 1.4% hits. inhibition, % at 9.12 µM. HEK-TIYL cells, TEAD-Gal4/YAP UAS-luciferase luminescence. AID 1259422; in the data active means inhibition above about 32%;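 further: 0% = median of test compound wells and 100% = reference inhibitor wells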
FBW7 act = human FBW7 E3 ligase activation, primary screen. AID 1259310. AlphaScreen FBW7–phospho-cyclin E peptide binding, activator screen. Q969H0. normalized activity (activation), % at 26.1 µM. 650,000 compounds, 0.13% hits; in the data active means normalized activity above about 1.9%;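 further: purified mutant Fbw7 with reduced substrate affinity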
MITF primary = human MITF inhibition, primary screen; AlphaScreen MITF homodimerization, bead proximity signal; inhibition, % at 2.6 µM; AID 1259374; 650,000 compounds, 0.91% hits; O75030; in the data active means inhibition above about 50%;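 further: 0% = vehicle wells with protein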
Target sequence (O75030 whole entry, looked up): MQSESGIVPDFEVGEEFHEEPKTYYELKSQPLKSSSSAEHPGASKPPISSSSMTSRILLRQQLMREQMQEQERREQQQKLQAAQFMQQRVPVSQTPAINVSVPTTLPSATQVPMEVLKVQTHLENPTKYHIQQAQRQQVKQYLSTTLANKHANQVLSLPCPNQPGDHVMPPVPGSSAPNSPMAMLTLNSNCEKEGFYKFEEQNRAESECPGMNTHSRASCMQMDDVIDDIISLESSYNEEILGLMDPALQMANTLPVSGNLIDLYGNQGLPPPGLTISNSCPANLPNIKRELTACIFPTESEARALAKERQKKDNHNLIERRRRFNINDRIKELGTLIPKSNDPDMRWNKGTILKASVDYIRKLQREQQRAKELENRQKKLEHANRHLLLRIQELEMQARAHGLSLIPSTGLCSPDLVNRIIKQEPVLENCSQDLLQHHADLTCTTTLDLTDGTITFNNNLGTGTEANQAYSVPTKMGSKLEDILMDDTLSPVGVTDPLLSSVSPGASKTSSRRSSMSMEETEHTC
GPR151 ag = activates the human receptor GPR151. Q8TDV0. 650,000 compounds, 1% hits. PathHunter beta-arrestin GPR151 cells, luminescence. activation, % at 11.2 µM; in the data active means activation above about 4.9%;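 further: 0% = median of compound wells and 100% = cells with positive control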
Target sequence (Q8TDV0 whole entry, looked up): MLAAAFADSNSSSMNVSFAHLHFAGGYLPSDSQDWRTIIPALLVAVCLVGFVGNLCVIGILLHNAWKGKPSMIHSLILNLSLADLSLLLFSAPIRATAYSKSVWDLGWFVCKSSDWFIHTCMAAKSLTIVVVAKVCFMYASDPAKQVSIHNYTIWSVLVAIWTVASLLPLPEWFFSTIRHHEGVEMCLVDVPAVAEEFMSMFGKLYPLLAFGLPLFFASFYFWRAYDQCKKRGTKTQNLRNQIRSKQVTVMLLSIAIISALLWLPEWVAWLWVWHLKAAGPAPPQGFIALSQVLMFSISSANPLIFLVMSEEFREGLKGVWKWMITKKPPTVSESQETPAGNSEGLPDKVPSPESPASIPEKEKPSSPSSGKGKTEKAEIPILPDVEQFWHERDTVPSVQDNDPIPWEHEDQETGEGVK
Numbers without * were called inactive.

Structure,TEAD-YAP block,FBW7 act,MITF primary,GPR151 ag
CCN(CC)C(=O)CN1Cc2ccccc2C1=O,8,-0.1,14,-0.9
Cc1ccc(S(=O)(=O)CNC(=O)c2ccccc2)cc1,9,0.1,9,-1.1
Cc1ccc(-c2nc(NC(=O)c3ccccc3Cl)sc2-c2ccccc2)cc1,3,-0.1,-93,-0.2
O=C(O)CCc1nnc(-c2ccccc2)o1,-5,0.0,2,0.6
O=C(CCN1CCN(C(c2ccccc2)c2ccccc2)CC1)NNC(=O)c1cnccn1,16,-0.1,2,0.9
CCOC(=O)Oc1ccc2c(=O)c(-c3ccc(Cl)cc3)c(C(F)(F)F)oc2c1,-10,-0.1,3,-0.4
CCOc1ccccc1NC(=O)c1cc(S(=O)(=O)NCc2ccco2)ccc1F,4,0.7,23,-1.7
CC(C)NC(=O)CCc1nnc2n(Cc3ccccc3Cl)c(=O)c3ccccc3n12,-6,0.3,5,0.2
Cc1ccc(CNC(=O)c2ccc([N+](=O)[O-])o2)cc1,11,0.0,8,-1.7
Cc1sc(NC(=O)CN(C(=O)Nc2cccc(Cl)c2)C2CCCC2)c(C(N)=O)c1C,4,-0.1,0,-2.0
CCc1ccc(-n2c(C)nc3cc(C(=O)NCCCOC)ccc32)cc1,0,-0.1,0,-1.0
COc1ccc(NC(=O)N(CCCN2CCOCC2)Cc2cccnc2)c(OC)c1,4,0.0,0,-0.2
COc1ccc(OC)c2c1sc(=NC(=O)c1ccccc1)n2C,-3,0.0,-3,-0.6
Cc1[nH]nc(Nc2ccccc2F)c1[N+](=O)[O-],0,0.4,0,0.7
NC(=O)COc1ccc(/C=C2\SC(=S)N(C3CCCCC3)C2=O)cc1,7,0.1,14,-0.5
NNC(=O)C1CCCN1S(=O)(=O)c1ccc(Cl)cc1 (stereo not drawn),-9,-0.2,-21,-0.1
CC(C)OCCCn1c(=S)[nH]c2cc3c(cc2c1=O)OCO3,-14,-0.1,12,2.0
O=C(CSc1ccc(-c2ccccn2)nn1)NC1CCCCC1,6,-1.7,44,1.3
CCCOc1cccc(C(=O)Nc2ccc(NC(=O)c3ccc(Br)cc3)cc2)c1,-11,0.2,-2,-0.1
CCOc1cc(C(=O)Nc2c3c(nn2-c2ccc(F)cc2)CS(=O)C3)cc(OCC)c1OCC (stereo not drawn),2,-0.1,-11,1.1
CCOC(=O)c1ccc(OCC2c3cc(OC)c(OC)cc3CCN2C(=O)c2ccccc2[N+](=O)[O-])cc1 (stereo not drawn),-13,-0.2,1,-0.8
O=C(Nc1cccc2c1C(=O)NC2=O)c1cc([N+](=O)[O-])cc([N+](=O)[O-])c1,-4,0.0,-4,0.8
COc1cccc(NC(=O)CSc2nc3c(c(=O)n2Cc2ccccc2)SCC3)c1,6,0.1,6,0.6
CCOc1ccc(-n2c(SC(CC)C(=O)OC)nc3c(c2=O)SCC3)cc1 (stereo not drawn),5,0.1,-11,-1.2
CCn1c(=O)n(CC(=O)N2CCNC(=O)C2(C)C)c2cccnc21,-10,-0.2,-11,-0.6
CCCCOC(=O)c1ccc(NC(=O)CSc2nc3ccccc3n2C)cc1,14,0.3,5,-0.5
CC1CCCC(C)N1C(=O)c1scc2c1OCCO2 (stereo not drawn),-7,-0.1,-3,-0.1
S=C(NCCN1CCOCC1)Nc1ccc(Cl)c(Cl)c1,-1,-0.1,-3,0.3
CCOC(=O)c1cnn(CC2CCCCC2)c1N,-8,-0.1,-6,-0.5
O=C(Nc1ccc(S(=O)(=O)N2CCCCC2c2cccnc2)cc1)c1cccc(Cl)c1 (stereo not drawn),20,0.0,9,0.7
CC1CCN(CC(O)Cn2cnc3c2c(=O)n(C)c(=O)n3C)CC1 (stereo not drawn),1,-0.1,14,-0.1
Nc1cc(S(=O)(=O)c2ccccc2)c(N)c2c1C(=O)c1ccccc1C2=O,8,-0.1,17,-0.8
O=C(Nc1n[nH]c(C(F)(F)F)n1)c1ccc(Br)cc1,3,0.1,9,2.3
Cc1ccc(OCC(=O)Nc2ccc(S(=O)(=O)Nc3c(C)cc(C)cc3C)cc2)cc1,5,0.6,15,-1.7
CCCCOc1ccc2c(-c3ccccc3)cc(=O)oc2c1C,0,-0.1,14,0.3
CC(C)NC(=O)COc1ccc(C(=O)c2ccccc2)cc1,-11,0.3,11,-1.3
O=C(O)CCCC(=O)Nc1cccnc1,8,0.0,4,1.0
O=C1C(c2ccccc2Br)=Nc2ccccc21,-1,-0.2,1,-0.1
Nc1ccc(-c2nn[nH]n2)cc1F,1,0.0,24,-0.1
CS(=O)(=O)N(CC(=O)N1CCCCC1)c1cc(Cl)c(Cl)cc1Cl,9,-0.2,2,-0.8
O=C1CCCN1CCCNc1ccnc(N2CCOCC2)n1,1,-0.1,-9,-1.0
CN(CC(=O)Nc1cccc2c1CCCC2)S(=O)(=O)c1ccccc1,-4,-0.1,-19,-0.9
Nn1c(SCC(=O)Nc2ccc3c(c2)OCO3)nnc1-c1ccncc1,-5,0.3,-2,-0.7
COc1ccccc1-n1cc(C(=O)NCCN2Cc3ccccc3OC(C)C2)cn1 (stereo not drawn),5,0.0,-4,0.0
CCOC(=O)C1=C(C)NC2=C(C(=O)CC(C)(C)C2)C1c1cc(Br)cc(Br)c1O (stereo not drawn),-4,-0.1,-1,0.2
Cc1cc(N2CCCCC2)nc2ccc([N+](=O)[O-])cc12,-10,-0.1,0,0.0
COC(=O)c1ccc(CSc2nnnn2-c2ccccc2)o1,1,0.1,10,-0.9
O=C(NCCc1ccc(Cl)cc1)c1cc(-c2ccccc2)nc2ccccc12,6,1.0,14,-0.2
COc1ccc(C(=O)Nc2nn3c(COc4ccccc4)nnc3s2)cc1OC,-4,0.2,-14,2.8
Cc1cc(S(=O)(=O)Nc2ccccc2CO)ccc1Br,-9,0.0,8,0.7
COc1ccc(CNCc2cccc(C(F)(F)F)c2)c(OC)c1,-1,0.0,38,0.2
O=C(Nc1cccc(-c2ccc(F)cc2)c1)C1CCCN(C(=O)c2cscn2)C1 (stereo not drawn),7,0.0,9,17*
COc1ccc(OC)c(C2/C(=C(\O)c3ccc(F)cc3)C(=O)C(=O)N2CCCCCC(=O)O)c1 (stereo not drawn),-1,-0.2,-11,-1.1
CCC(CC)C(=O)N1CCc2c(C(=O)OC)c(OCCN3CCCCC3)cc(=O)n2CC1,-2,0.2,-6,1.0
CN(c1ccccc1)S(=O)(=O)c1ccc(C(=O)Nc2cccc(-c3nc4ccccc4[nH]3)c2)cc1,23,1.2,17,-0.2
CCCC(=O)c1ccc(N2CCN(C(=O)CC)CC2)c(F)c1,2,0.2,5,2.0
Cc1ccc(N2C(=O)C(Cl)=C(Nc3ccc(I)cc3)C2=O)cc1,19,0.1,2,0.1
CC1CCCCN1Cc1ccc(C(=O)NC2CCC(O)CC2)c(=O)[nH]1 (stereo not drawn),3,0.0,-3,0.3
COc1cc(/C=C2/SC(=Nc3ccccc3Cl)NC2=O)cc(OC)c1OC,-2,-0.2,2,-0.2
O=C(N/N=C/c1cc(Br)ccc1O)c1cccc(O)c1,17,-1.2,25,-0.7

(continued)
Structure,TEAD-YAP block,FBW7 act,MITF primary,GPR151 ag
CCCNC(=O)CNC(=S)N(Cc1cc(OC)c(OC)c(OC)c1)C1CCCC1,-9,0.1,10,0.3
O=C(COc1ccccc1)NNC(=O)c1ccccc1C(=O)O,-11,0.1,0,-0.8
COc1cccc(NC(=O)C2CCN(S(=O)(=O)c3ccc4c(c3)oc(=O)n4C)CC2)c1,0,0.1,-1,-0.9
Cc1c(C(=O)N2CCN(S(C)(=O)=O)CC2)oc2ccccc12,-10,0.5,9,-0.2
COc1ccc(CN2C(=O)CC(C(=O)Nc3cccc(Cl)c3)SC2=Nc2ccc(OC)cc2)cc1 (stereo not drawn),4,0.2,11,0.2
Nc1ncc(Br)cc1S(=O)(=O)Nc1cccc(C(F)(F)F)c1,0,0.1,1,2.3
COc1ccc(C2=NN(CC(=O)Nc3ccccc3C)C(=O)CC2)cc1,-3,-0.3,8,-0.1
Cc1ccc([N+](=O)[O-])cc1NC(=O)c1c(C)c(-c2ccc(Cl)cc2)nc2ccccc12,-12,0.4,3,-0.3
CC1CN(c2ccc(C(=O)c3ccccc3C(=O)O)cc2[N+](=O)[O-])CC(C)O1 (stereo not drawn),-4,0.1,-9,0.5
CC(C)OCCNc1nc2nonc2nc1NC1CCCC1,-2,0.2,14,-1.2
CNC(=S)C12CC3CC(CC(C3)C1)C2,0,-0.1,5,1.3
Cc1c(N(CC(=O)NCc2ccccc2)S(=O)(=O)c2ccccc2)c(=O)n(-c2ccccc2)n1C,6,0.0,6,-0.3
Cc1c(Br)c(=O)n(C(C)(C)C)c(=O)n1Cc1ccccc1,-3,0.2,0,0.0
CSc1cccc(C(=O)Nc2nc3c(s2)CCCC3)c1,-75,-0.1,5,-0.4
O=C(O)CCCNC(=O)/C(=C/c1ccccc1)NC(=O)c1ccccc1Br,7,0.9,19,-1.6
O=C(O)c1c(CNCc2ccc3c(c2)OCO3)c2ccccc2n1Cc1ccc(Cl)cc1,16,0.1,14,0.7
COc1ccc(CC2(CO)CCN(Cc3ccc4nsnc4c3)CC2)cc1,3,0.1,4,0.8
O=C(CC1(c2ccccc2)CC(=O)N(CCc2ccccn2)C1=O)N1CCSCC1 (stereo not drawn),-5,-0.2,-10,-0.1
O=C1NC(=S)N/C1=C\c1ccc2c(c1)OCO2,2,0.0,3,-2.5
CCCn1nnc(NC(=O)c2cccc(C)c2)n1,-31,0.2,7,-1.0
CC(=O)Nc1ccc2nc(-c3ccc(Br)o3)[nH]c2c1,-46,0.5,-8,-0.4
Cc1ccc(S(N)(=O)=O)cc1NC(=O)Nc1ccc(Cl)cc1,2,0.0,5,-1.3
O=C(O)C1C2CCC(C2)C1C(=O)Nc1nc(-c2cccs2)cs1 (stereo not drawn),2,0.0,0,0.9
CC(SCc1ccccc1)C(=O)Nc1cccc(F)c1 (stereo not drawn),3,0.2,12,-1.8
CC(NC(=O)Cn1cc2c(n1)CCCCCC2)c1ccccc1 (stereo not drawn),0,-0.1,4,0.2
CCC(C)NCCOc1ccc([N+](=O)[O-])c(C)c1 (stereo not drawn),9,0.1,30,2.8
COc1cc(SC)ccc1C(=O)Nc1nc2ccc(S(C)(=O)=O)cc2s1,46*,0.1,5,-1.1
Cc1ccc(CCNC(=O)CC(C)S(=O)(=O)c2ccc3c(c2)SCC(=O)N3)cc1 (stereo not drawn),4,-0.1,-14,1.6
C=CCn1c(=O)c2c(nc3n(-c4cc(Cl)ccc4C)c(C)cn23)n(C)c1=O,-8,0.6,1,-0.9
C=CCNS(=O)(=O)c1ccc(F)c(C(=O)Nc2c(CC)cccc2CC)c1,4,0.4,18,-0.3
NC(N)=NC(N)=Nc1ccc2c(c1)OCO2,-1,0.2,2,-0.9
Cc1ccn2nc(C(=O)OCC(=O)N(Cc3ccccc3)Cc3ccccc3)nc2n1,-6,0.0,1,-0.6
Cc1ccc(NC(=O)C2CCCN2C(=O)NCc2ccccc2)c(C)c1 (stereo not drawn),-6,-0.2,-4,-0.6
CCC(C)NC(=O)CSc1nc2ccsc2c(=O)n1CCc1ccc(OC)c(OC)c1 (stereo not drawn),-3,0.0,-3,-1.3
CC1CCCN(CCC(=O)Nc2ccc(Cl)cc2)C1 (stereo not drawn),-6,0.1,-14,-1.0
CCN1CCN(c2nc3c(c(=O)n(C)c(=O)n3C)n2CCSc2ncccn2)CC1,2,0.0,-3,8.0*
COC(=O)c1sccc1NC(=O)CCl,25,0.0,2,1.0
CC1(C(=O)O)CCC(c2nc3ccccc3[nH]2)C1(C)C (stereo not drawn),8,0.4,20,1.1
CCOc1cccc(-c2cc(C(=O)N3N=C(C)CC3(O)C(F)F)c3ccccc3n2)c1 (stereo not drawn),-5,0.0,3,-0.2
CC(=O)Nc1ccccc1/C=C/c1ccc2c(C)ccc(OC(C)=O)c2n1,-1,-0.1,17,-2.0

Only TEAD-YAP block (4 entries from above):
molecule	TEAD-YAP block
CC1CCCC(C)N1C(=O)c1scc2c1OCCO2 (stereo not drawn)	-7
CC1CN(c2ccc(C(=O)c3ccccc3C(=O)O)cc2[N+](=O)[O-])CC(C)O1 (stereo not drawn)	-4
NNC(=O)C1CCCN1S(=O)(=O)c1ccc(Cl)cc1 (stereo not drawn)	-9
Cc1cc(N2CCCCC2)nc2ccc([N+](=O)[O-])cc12	-10

A portion taken from the entries so far:
Structure,TEAD-YAP block,FBW7 act,MITF primary,GPR151 ag
NC(N)=NC(N)=Nc1ccc2c(c1)OCO2,-1,0.2,2,-0.9
Cc1ccn2nc(C(=O)OCC(=O)N(Cc3ccccc3)Cc3ccccc3)nc2n1,-6,0.0,1,-0.6
Cc1ccc(NC(=O)C2CCCN2C(=O)NCc2ccccc2)c(C)c1 (stereo not drawn),-6,-0.2,-4,-0.6
CCC(C)NC(=O)CSc1nc2ccsc2c(=O)n1CCc1ccc(OC)c(OC)c1 (stereo not drawn),-3,0.0,-3,-1.3
CC1CCCN(CCC(=O)Nc2ccc(Cl)cc2)C1 (stereo not drawn),-6,0.1,-14,-1.0

Compounds as they come; 3.5% or so of the library scored in one or more.
